AID772: HT29 colon tumor cell growth inhibition, primary screen, imaging, high content imaging, 72 h, CellTiter-Glo (AID 772); HT29 cell growth, HCS imaging cell count, 72 h; hits give high values; growth inhibition, % at 10 µM; actives 0.6% (n = 3,300);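 active = growth inhibition above 90%, meaning viable cell count cut by more than 90% versus vehicle controls; inactive = growth inhibition below 90%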
A549 proliferation: A549 NSCLC cell proliferation inhibitors – ATP luminescence, human non-small cell lung line, primary screen (AID 371) | A549 growth inhibition, ATP luminescence; hits give high values | growth inhibition, % at 10 µM | actives 8.4% (n = 3,300);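 active = mean growth inhibition over the two runs of 50% or more; inactive = mean growth inhibition under 50%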;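 also: compound exposure lasted 72 h before the ATP read; 0% = untreated cell signal and 100% = no luminescence left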
HT29 cell growth-1: HT29 colon tumor cell growth inhibition, primary screen, imaging, high content imaging, 24 h, CellTiter-Glo (AID 770); HT29 cell number by imaging, 24 h; hits give high values; growth inhibition, % at 10 µM; 3,300 tested, under 10 active;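 active = growth inhibition above 90% in viable cell count at a single dose; inactive = growth inhibition below 90%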
HT29 cell growth-2: HT29 colon tumor cell growth inhibition, primary screen, imaging, high content imaging, 48 h, CellTiter-Glo (AID 771); HT29 cell growth, HCS imaging cell count, 48 h; hits give high values; growth inhibition, % at 10 µM; actives 2% (n = 3,300);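 active = growth inhibition above 90%, meaning viable cell count by imaging cut by more than 90% versus vehicle controls; inactive = growth inhibition below 90%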;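 also: percent fewer viable cells counted by imaging than vehicle controls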
AID364: cytotoxicity toward Jurkat T cells, primary screen, cell-based, Jurkat E6.1, NIH starter set (AID 364); Jurkat E6.1 viability, ATP luminescence, 48 h; higher % means a stronger effect; inhibition, % at 4 µM; hits with a dose series show CC50 in µM; actives 2% (n = 3,300);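 active = concentration giving half-maximal inhibition at or below 20 micromolar; inactive = half-maximal concentration above 20 micromolar, or not dose tested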;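 also: 100% = cells treated with 4 µM doxorubicin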
HT29 cell growth-1 condensed nuclei: second read-out of HT29 cell growth-1, no call of its own (marks repeat the call); condensed nuclei, %; measured here: percent cells with condensed nuclei;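 share of cells whose nuclear area falls below control median minus 1.5 SD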
HT29 cell growth-1 ATP viability: recorded beside HT29 cell growth-1, whose call it bears; growth inhibition, %; measured here: ATP CellTiter-Glo viability
HT29 cell growth-2 condensed nuclei: also measured in HT29 cell growth-2; calls as there; condensed nuclei, %; measured here: percent cells with condensed nuclei;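 condensed means Hoechst nuclear area under control median minus 1.5 SD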
HT29 cell growth-2 ATP viability: second read-out of HT29 cell growth-2, no call of its own (marks repeat the call); growth inhibition, %; measured here: ATP CellTiter-Glo viability inhibition
AID772 condensed nuclei: further read-out of AID772, marked with its call; condensed nuclei, %; measured here: percent cells with condensed nuclei;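 condensed means nuclear area below control median minus 1.5 SD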
AID772 second: second read-out of AID772, no call of its own (marks repeat the call); growth inhibition, %; measured here: ATP CellTiter-Glo viability
* hit, by the source's call; i = inactive; . = not tested or not shown. Not all compounds are listed (hit frequency here may not be typical).

SMILES	AID772	AID772 condensed nuclei	AID772 second	A549 proliferation	HT29 cell growth-1	HT29 cell growth-1 condensed nuclei	HT29 cell growth-1 ATP viability	HT29 cell growth-2	HT29 cell growth-2 condensed nuclei	HT29 cell growth-2 ATP viability	AID364
CC(C)CCNC(=O)[C@H](CC(C)C)NC(=O)[C@H]1O[C@@H]1C(=O)O	6.9	2.8	-8.9	0.1	-31.2	2.3	-10.3	9.8	1.6	.	-0.4%
CC(C)OC(=O)c1sc2nc3c(cc2c1N)C(=O)CCC3	55.3	3.2	31.1	4.8	20.8	7.1	-10.1	23.4	0.9	21.4	7.1%
Nc1ccc2oc3ncccc3c(=O)c2c1	-53.4	2.1	-42.4	13.5	-3.8	6.2	-5.2	-2.3	2.2	-25.2	-1.7%
O=C1CCc2nc3ccccc3c(=O)n2N1	32.9	4.1	-10.4	-2.8	-16.3	3.1	-3.4	-30.8	2.2	-5.2	-8.9%
CCC1SC(N)=NC1=O (configuration not stated)	3.4	2.9	5.8	2.3	18.5	2.7	-1.2	9.6	3.6	12.8	-0.1%
CCCCCOC(=O)Cc1c(C)nc(-c2ccccc2)[nH]c1=O	4.1	10.0	18.4	3.0	17.7	3.5	-7.3	15.8	2.5	16.5	3.9%
COc1ccc(C(=O)N/C(N)=N/c2nc3ccccc3o2)cc1	-29.3	2.6	-15.1	28.8	6.8	7.1	-5.2	25.1	2.1	-1.3	-2.1%
N#Cc1c(N2CCOCC2)nc(N2CCCCC2)c2c1CCN(C1CCCCC1)C2	12.3	9.7	2.2	23.2	-3.0	3.2	5.8	4.1	3.1	3.5	9.3%
CC1(C)Cc2c(sc3nc4n(c(=N)c23)CCC4)CO1	28.1	3.6	-38.1	3.9	10.1	3.5	-3.4	44.8	2.0	2.6	4.3%
COCCOC(=O)C1=C(C)NC(SCC(=O)NC(C)(C)C)=C(C#N)C1c1ccco1 (configuration not stated)	-101.2	2.2	-72.0	32.6	28.8	11.8	5.6	34.7	4.0	-24.4	9.1%
COc1ccc(/C(O)=C2/C(=O)C(=O)N(Cc3ccco3)C2c2cccs2)cc1 (configuration not stated)	-35.9	2.5	-34.9	6.8	-7.2	2.5	-1.1	32.1	1.6	-12.6	-5.2%
Nc1ccc(S(=O)(=O)c2ccc(N)cc2)cc1	17.8	0.7	-3.7	0.6	27.9	5.7	-16.6	10.4	2.5	.	-1.8%
Cc1c(C)c2cc(Cl)c(O)c(CN3CCCCC3)c2oc1=O	-134.7	3.6	-67.2	6.1	-16.1	3.7	-2.6	25.9	5.5	-17.0	-3.9%
Cc1cc(C)nc(NC(=O)c2ccc(OC(C)C)cc2)n1	-11.7	3.6	-9.1	1.8	13.7	2.2	10.5	37.1	3.0	-1.1	-7.3%
NS(=O)(=O)c1cc2c(cc1C(F)(F)F)NCNS2(=O)=O	2.1	6.1	-14.7	9.5	-16.3	2.7	-12.2	33.1	2.6	.	5.0%
CCOC(=O)C1CSc2[nH]c(=O)sc2C1c1ccccc1 (configuration not stated)	49.8	1.7	-13.7	14.6	48.4	5.2	1.0	7.1	0.9	1.4	2.4%
COC(=O)c1cc(Br)c(=O)n(Cc2cccnc2)c1	-6.3	4.0	-26.8	-1.4	6.3	2.0	-14.1	39.8	2.4	-6.8	-5.4%
O=C(NC1CCS(=O)(=O)C1)c1c(NC(=O)C2COc3ccccc3O2)sc2c1CCCC2 (configuration not stated)	89.4	23.1	70.5	45.3	20.8	3.4	10.6	64.9	9.6	50.1	-0.8%
COc1ccccc1-n1c(=O)c2c3c(sc2n2c(SC)nnc12)CCC3	-18.1	3.8	-22.6	6.8	20.1	2.3	0.0	18.4	4.3	9.7	-6.1%
O=C(CNC1=NCCC1)c1ccc2c(c1)OCCO2	49.0	1.2	-21.0	-1.4	-14.6	2.5	-4.6	5.5	2.0	-2.6	0.1%
CCCc1cc(=O)oc2c(CN3CCN(C)CC3)c(O)c(Cl)cc12	22.9	3.2	4.9	1.1	22.1	3.8	17.9	29.9	2.4	3.8	-6.6%
Cc1cc(=O)oc(C)c1C(=O)Nc1cccc2nonc12	52.9	7.8	32.1	-2.3	38.0	3.3	7.7	19.4	3.6	11.9	-5.5%
CC1(C)CC(=O)c2cc(C(=O)N3CCCC(C)(C)C3)c(=O)n(-c3ccccc3)c2C1	20.5	4.5	10.0	7.1	14.1	4.2	-8.1	20.5	1.2	5.6	-12.1%
O=C(CSc1nc2ccccc2s1)Nn1cnnc1	-32.9	1.9	-6.6	-6.0	23.4	4.4	0.5	-21.3	2.2	10.5	-3.7%
C[N+](C)(C)CCCCCCCCCC[N+](C)(C)C	-60.9	3.0	-29.7	5.0	-11.0	2.2	-27.5	-56.5	2.4	.	-2.1%
Cc1ccc2nc(C(F)(F)F)c(C#N)c(N)c2c1	38.4	14.3	15.4	63.8*	21.8	2.5	-3.6	50.3	0.6	4.5	11.8%
N#CC1=C(SCC(=O)c2ccccc2)NC2=C(C(=O)CCC2)C1c1ccco1 (configuration not stated)	75.4	24.2	84.6	69.0*	77.0	20.4	12.5	94.2*	25.7*	71.1*	1.28µM*
CC1(C)Cc2c(C#N)c(NCCc3ccccc3)nc(-c3ccco3)c2CO1	-36.1	6.8	-25.3	1.2	4.9	6.4	-8.7	18.4	16.3	29.6	-11.0%
CN=C1c2cc3c(Br)c(OC)ccc3n2CCN1C	76.6	14.5	27.5	18.6	-5.4	2.6	-4.2	13.5	1.4	20.4	6.3%
Cn1c(=O)oc2cc(C(=O)c3ccccc3)ccc21	12.6	2.3	-6.2	13.3	-3.6	4.2	-4.5	-53.9	2.1	-32.5	-2.2%

Individual results from above:
CC1(C)Cc2c(sc3nc4n(c(=N)c23)CCC4)CO1 in HT29 cell growth-1 condensed nuclei reads 3.5
COc1ccc(/C(O)=C2/C(=O)C(=O)N(Cc3ccco3)C2c2cccs2)cc1 (configuration not stated) in HT29 cell growth-2 ATP viability reads -12.6

Further structures
SMILES	AID772	AID772 condensed nuclei	AID772 second	A549 proliferation	HT29 cell growth-1	HT29 cell growth-1 condensed nuclei	HT29 cell growth-1 ATP viability	HT29 cell growth-2	HT29 cell growth-2 condensed nuclei	HT29 cell growth-2 ATP viability	AID364
COc1cccc(/C(O)=C2/C(=O)C(=O)N(CCN(C)C)C2c2ccc(Br)cc2)c1 (configuration not stated)	-59.2	7.4	-54.8	-1.0	-47.8	3.4	-13.3	0.2	1.9	-12.3	-1.9%
Nc1ccc2c3c(cccc13)CC2	65.2	1.7	36.2	20.9	41.9	7.1	-10.6	64.6	2.0	26.6	-6.0%
O=P(Cc1nnco1)(c1ccccc1)c1ccccc1	10.0	3.3	-48.7	2.9	9.8	3.8	4.6	15.3	2.4	-19.8	1.0%
COCCOC(=O)c1c(C)nc(SCC(=O)Nc2ccc(OC)cc2)c(C#N)c1-c1ccco1	-20.5	7.2	-26.7	5.5	-8.9	3.6	-12.5	9.9	2.6	0.0	15.6%
CN(Cc1ccccc1)c1ncnc2ccc(Br)cc12	26.3	3.9	3.9	55.5*	14.9	4.1	-8.1	13.1	2.8	4.6	7.2%
CCN1CC=C2C(C#N)=C(N)C(C#N)(C#N)[C@H](c3cccc(OC)c3OC)[C@H]2C1	1.7	4.3	1.7	7.5	34.4	3.5	1.0	24.9	4.3	-4.4	0.5%
COc1ccc(CCn2c(=N)c(C#N)cc3c(=O)n4ccccc4nc32)cc1	36.5	17.3	14.9	11.5	19.4	1.7	14.4	-11.7	1.9	-25.0	i
CC(=O)Oc1ccccc1C1OC(=O)c2ccccc2N1C(C)=O (configuration not stated)	22.1	4.0	-7.4	4.5	-29.0	3.8	-15.1	-65.9	3.8	-31.3	-3.3%
CCN(CC)CCNC(=O)c1ccccc1N	51.6	1.4	3.9	2.6	-18.9	4.3	8.2	25.6	0.4	4.2	-5.8%
O=C(c1ccc(F)cc1)N1CCC(N2CCCCCC2)CC1	-15.8	7.7	-14.3	0.1	4.0	2.0	3.5	7.2	4.4	20.4	7.4%
COc1ccc(N2CC(=O)N(c3ccc(OC)c(OC)c3)CC2=O)cc1OC	-6.0	11.2	-14.7	-2.7	-0.4	5.1	6.7	-6.4	2.2	-1.4	-0.2%
CCc1nc(N2CCCC2)c(C#N)c2c1CCCC2	-13.9	1.0	-34.1	26.6	29.7	1.6	-11.6	-5.6	3.6	-15.3	2.4%
Cn1c(NCCN2CCCCC2)cc(=O)n(C)c1=O	-46.6	2.3	-25.1	-1.4	-32.2	4.3	-12.2	-1.1	2.1	-23.5	-0.7%
CCCC(CCC(=O)Nc1ccc(C(=O)OCC)cc1)C(=O)O (configuration not stated)	-13.5	3.7	-12.4	1.4	5.0	2.7	-15.7	-35.0	3.1	-27.4	3.9%
CCCc1cc(-c2nc(N)ncc2-c2ccc3c(c2)OCCCO3)c(O)cc1OC	54.1	17.0	26.4	78.2*	6.7	8.5	4.2	74.9	9.8	37.4	6.0%
CCOC(=O)NC1(C(F)(F)F)C(=O)NC(C)=C1C#N (configuration not stated)	35.0	4.8	-16.4	-1.9	35.9	4.3	3.5	22.1	5.0	12.7	1.7%
CCC(CC)c1nc2cc(OC)c(OC)cc2c(=O)o1	-76.6	2.3	-22.0	2.5	28.9	4.2	6.1	33.3	2.3	28.8	2.0%
CC1(c2cnc(Nc3ccccc3)s2)CCC(=O)O1 (configuration not stated)	-32.0	3.1	-61.6	-10.7	4.5	3.0	0.6	-40.2	1.7	-10.3	3.7%
CCN(CC)CCCn1c(C)cc2c(c1=O)C(c1ccc(OC)c(OC)c1OC)C(C#N)=C(N)O2 (configuration not stated)	37.9	6.0	9.3	2.7	18.2	2.7	2.3	11.1	2.5	9.1	1.4%
Cc1ccc(Cn2ncc3c(N4CCN(Cc5ccc(Cl)cc5)CC4)ncnc32)cc1	52.4	8.9	50.0	53.7*	29.7	2.1	29.1	52.5	1.1	39.1	28.9%
C=C(c1ccc(OCCO)cc1)c1ccc(OCCO)cc1	-0.6	2.6	-0.9	0.2	-20.5	3.0	-6.8	-15.6	1.6	-5.1	2.8%
Cc1cc(C)n(Cc2cc(C)c(Cn3nc(C)cc3C)cc2C)n1	12.3	2.1	-8.7	17.0	-26.1	2.6	-2.8	9.8	4.4	2.4	2.8%
Cc1nc(Nc2ncc3c(n2)CCCC3=O)nc2ccccc12	-32.8	4.6	-11.5	7.7	-21.1	3.0	-26.2	21.2	3.3	-4.5	-1.0%
C[C@H](CS)C(=O)N1CCC[C@H]1C(=O)O	42.2	14.4	17.4	5.7	8.1	1.6	-3.7	-11.0	1.5	.	3.9%
Cc1ccc(-c2nnc(-c3ccccc3)o2)cc1Br	-54.1	4.5	-41.9	10.3	2.3	2.2	9.5	-64.8	2.4	-2.4	-4.0%
CCC(=O)Nc1cccc(-c2nnc(SCC(=O)NCc3ccco3)n2C)c1	-17.8	4.0	-45.6	-4.6	4.5	1.2	7.0	-4.1	1.0	-7.3	3.7%
CC(=O)OC12CC3CC(C1)C(=NO)C(C3)C2	-3.5	2.5	2.3	4.1	9.9	6.4	3.3	19.5	4.7	7.7	-5.4%
OC1(c2cccc(C(F)(F)F)c2)CCN(c2ncnc3c2[nH]c2ccccc23)CC1	-6.4	3.9	-32.0	92.4*	8.4	1.6	-13.9	17.0	1.6	1.9	12.4%
CC(C)(S)[C@@H](N)C(=O)O	32.2	0.4	4.6	-5.2	2.9	1.9	-6.5	17.8	2.4	.	4.6%
CN1CCC(=C2c3ccccc3C=Cc3ccccc32)CC1	73.2	25.6	84.9	29.1	26.0	1.3	30.4	80.8	19.8	.	5.9%

High-throughput results deposited in PubChem by several laboratories.
